EPAC2 ag – EPAC2 (human) agonism; Q8WZA2; 0.079% of 360,000 active; Potency, µM (doses to about 154 µM), inactives show top-dose activation, most hits filed as activators; AID 720711; EPAC2 activation, biochemical qHTS; response scale: 100% = 6.5 mM cAMP response; further: potency means the concentration at half of the fitted maximal effect; nearly all actives have a fitted effect of over 50% in size
Target sequence (Q8WZA2 whole entry, looked up): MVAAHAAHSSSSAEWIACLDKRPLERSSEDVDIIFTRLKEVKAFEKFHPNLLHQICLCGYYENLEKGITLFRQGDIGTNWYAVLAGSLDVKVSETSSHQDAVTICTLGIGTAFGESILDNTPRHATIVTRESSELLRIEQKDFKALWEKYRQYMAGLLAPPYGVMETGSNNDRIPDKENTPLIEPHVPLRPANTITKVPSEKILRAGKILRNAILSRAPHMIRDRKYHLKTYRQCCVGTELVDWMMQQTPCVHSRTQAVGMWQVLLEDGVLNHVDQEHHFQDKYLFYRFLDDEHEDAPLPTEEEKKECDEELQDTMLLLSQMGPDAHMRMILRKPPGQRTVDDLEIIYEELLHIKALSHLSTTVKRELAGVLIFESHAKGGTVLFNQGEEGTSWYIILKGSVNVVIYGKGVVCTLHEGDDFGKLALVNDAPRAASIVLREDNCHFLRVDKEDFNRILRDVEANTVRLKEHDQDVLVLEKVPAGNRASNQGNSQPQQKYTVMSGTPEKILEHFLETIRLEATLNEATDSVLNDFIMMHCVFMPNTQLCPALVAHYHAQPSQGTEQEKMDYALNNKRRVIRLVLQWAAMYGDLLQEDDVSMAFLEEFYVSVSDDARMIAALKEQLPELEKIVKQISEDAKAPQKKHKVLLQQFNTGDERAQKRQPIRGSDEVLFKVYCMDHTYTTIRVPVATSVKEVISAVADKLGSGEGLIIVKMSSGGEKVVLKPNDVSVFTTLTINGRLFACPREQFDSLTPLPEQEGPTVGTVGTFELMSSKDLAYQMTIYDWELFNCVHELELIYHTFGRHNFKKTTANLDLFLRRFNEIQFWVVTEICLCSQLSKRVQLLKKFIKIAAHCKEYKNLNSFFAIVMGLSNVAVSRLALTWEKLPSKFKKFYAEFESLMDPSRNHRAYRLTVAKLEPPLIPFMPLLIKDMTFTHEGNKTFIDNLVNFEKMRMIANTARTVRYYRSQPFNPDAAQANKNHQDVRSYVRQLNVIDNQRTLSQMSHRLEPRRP
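Guanine nucleotide exchange by EPAC2 is measured as reduced fluorescence of BODIPY-GDP once it is released from 250 nM Rap1B. Plates are read kinetically for 30 min at room temperature; results are scaled to 6.5 mM cAMP.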
TDP-43 yeast inh – rescues yeast growth from TDP-43 toxicity. TDP-43 expressing yeast growth rescue, BacTiter-Glo, 24 h. Potency, µM (doses to about 46.1 µM), without a hit: top-dose growth rescue (activation), hits mostly activators. 1.8% of 410,000 active; further: potency means the concentration at half of the fitted maximal effect; % of control where 0% means no effect; nearly all actives have a fitted effect of over 50% in size
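Galactose-induced TDP-43 yeast, OD600=0.02, compound pinned; 24 hr, 30 deg C; BacTiter-Glo luminescence for growth. Inhibitors of TDP-43 toxicity read as activators.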
D3 ag – activates the human D3 dopamine receptor; D3R DiscoveRx beta-arrestin cells, luminescence, 90 min; P35462; max activation, %; 0.58% of 410,000 active; in the data active means max activation above about 30%; further: 0% is about no effect; mostly tested at two doses, the higher about 12 µM
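Cells at 1500/well, incubated overnight, then treated with pinned compounds (dopamine as control) for 90 min at 37 degrees C. DiscoveRx reagent added for 30 - 60 minutes at room temperature; luminescence read.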
aSyn rescue – rescues yeast growth from alpha-synuclein toxicity | 0.14% of 370,000 active | AID 652106 | Potency, µM (highest dose often 46.1 µM), for the others: top-dose growth rescue (activation), hits mostly activators | Yeast expressing alpha-synuclein, growth rescue, BacTiter-Glo, 24 h; further: potency means the concentration at half of the fitted maximal effect; % of control where 0% means no effect; nearly all actives have a fitted effect of over 65% in size
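Screening used galactose-induced yeast with toxic alpha-synuclein levels, exposed to compound for 24 hr at 30 deg C. Cell growth, read with BacTiter-Glo luminescence, gave the measured signal.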
EPAC2 antag – EPAC2 (human) antagonism; Q8WZA2; EPAC2 GEF exchange of Rap1B-BODIPY-GDP, fluorescence; Potency, µM (titrated, usually from 114 µM), for the others: top-dose activity, negative = inhibition, hits mostly inhibitors; 0.18% of 360,000 active; AID 720708; further: potency means the concentration at half of the fitted maximal effect; on the % scale 0 is the no-effect control and ±100 the full control effect; nearly all actives have a fitted effect of over 45% in size; many of its hits are not listed in these tables
FUS suppressor – FUS proteinopathy suppression in yeast | 0.24% of 390,000 active | AID 1347120 | Potency, µM (highest dose often 76.6 µM), for inactives: at the top dose growth rescue (activation), most hits filed as activators | S. cerevisiae FUS-expressing, growth rescue, OD600, 24 h;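 further: potency means the concentration at half of the fitted maximal effect; plate controls were DMSO vehicle for no effect and reference control for full effect; nearly all actives have a fitted effect of over 55% in size; some results filed as inactive show a strong effect at the top dose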
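Quantitative HTS measuring growth restoration of FUS-toxic yeast. Galactose-induced cells (OD 0.005) were exposed 24hr at 30C to compounds at several concentrations, then absorbance at 600 nm was recorded.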
DRD3 antagonist – D3 dopamine receptor (human) antagonism | 2.5% of 360,000 active | D3R cells, DiscoveRx beta-arrestin luminescence, antagonist mode; stronger effect = lower value | AID 652054 | max response, negative = inhibition, % | P35462; in the data active means max response below about -50%; inconclusive means no clear call, values can overlap the other calls; further: on the % scale 0 is the no-effect control and ±100 the full control effect; mostly tested at two doses, the higher about 12 µM
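Cells plated overnight at 1500 cells/well, then exposed to library compounds with dopamine controls for 90 minutes at 37 degrees C. DiscoveRx reagent added for 30–60 minutes at room temperature; luminescence read, quantitative HTS format.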
Abeta rescue – restores growth of yeast expressing A-beta42 peptide; AID 1347071; yeast expressing A-beta42, growth rescue, OD600, 48 h; response scale: 0% DMSO, 100% iron-clioquinol control; 0.063% of 410,000 active; Potency, µM (titrated, usually from 46.1 µM), for the others: top-dose growth rescue, most hits filed as activators; further: potency means the concentration at half of the fitted maximal effect; nearly all actives have a fitted effect of over 55% in size
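Yeast growth medium received pinned compounds, then yeast cells expressing toxic A-beta were added; plates incubated at 30 C for 48 hr. Growth read as absorbance at 600 nm, normalized to DMSO and equimolar FeCl3 plus clioquinol controls.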
An asterisk follows results filed as active; ? = inconclusive; · = no result given; [ ] = another dose, or the depositor's remark. Unless noted, the call rests on the fitted dose curve; in most records, active means well fitted curve in the direction sought with a large enough effect; inconclusive means small, poorly fitted or top-dose-only effect, or another doubt; inactive means no such curve, though single readings can be large; an effect the other way counts as inactive or inconclusive. The list is partial; count on the stated rates, not on these rows.

SMILES | EPAC2 ag | TDP-43 yeast inh | D3 ag | aSyn rescue | EPAC2 antag | FUS suppressor | DRD3 antagonist | Abeta rescue
CCc1sc(C(=O)Nc2ccc(OC)c(S(=O)(=O)N3CCOCC3)c2)cc1C | 9.8% | 19.9% | 4.4 | 9.7% | -0.1% | 14.8% | 4.0 | 7.2%
Cc1cc(OC(=O)c2ccccc2Cl)cc(=O)n1C | 9.3% | 25.5% | 35.4* | -0.2% | 4.5% | -3.2% | 85.7 | 0.5%
NC(=O)c1ccsc1NC(=O)CN1C(=O)NC2(CCCC2)C1=O | 3.4% | -2.1% | 1.2 | 3.5% | 26.6% | · | -3.8 | -24.4%
O=c1/c(=C\c2ccc3c(c2)OCO3)sc2n1CCCN=2 | 4.5% | ? | -3.5 | -2.2% | 0.8%[57.1 µM] | 15.0% | -5.9 | -15.0%
Cc1ccc(NC(=S)N(CCN(C)C)Cc2cccs2)cc1C | 4.7% | -1.1% | -9.9 | 1.5% | -8.9% | 2.9% | -25.3 | -6.4%
O=C(CSc1ccc(Br)cc1)NCC(c1cccs1)N1CCOCC1 (stereo unspecified) | 0.7% | 7.1% | 2.9 | -0.4% | 4.7% | 2.7% | 2.2 | 15.1%
CCC(=O)Nc1ccc2c(c1)C(=O)N(C)C2=O | 3.4% | -2.9% | 0.1 | 1.5% | -3.3% | 11.3% | -16.8 | 6.3%
CC(=O)N1CCN(C(=O)c2ccc(OC3CCN(Cc4ccccn4)CC3)cc2)CC1 | 2.7% | -2.3% | 3.0 | 0.4% | 0.2% | -9.4% | 10.7 | -0.8%
CCCCN1CC(c2nc3ccccc3n2CCCCOc2cc(C)cc(C)c2)CC1=O (stereo unspecified) | · | 16.7% | -15.0 | · | · | ? | · | -9.5%
O=C(CSc1nnc(CNC(=O)C23CC4CC(CC(C4)C2)C3)n1-c1ccccc1)Nc1ccc(F)cc1 | 7.7% | -4.1% | -5.4 | 3.5% | -7.7% | ? | -0.6 | -6.8%
Cn1nnnc1SCCCNCc1cccc(OCc2ccc(F)cc2)c1 | · | ? | -26.7 | · | · | -10.9% | · | -14.2%
Cc1c(C(=O)N2CCCCC2)nn(-c2ccc(Cl)cc2)c(=O)c1C#N | -4.2% | 0.8% | 1.0 | 6.5% | 11.1% | -8.8% | 12.2 | -17.9%
CC(NC(=O)COc1ccccc1-c1ccccc1)c1ccccc1 (stereo unspecified) | 5.7% | 21.6% | -5.3 | 24.4% | 39.8µM* | ? | 2.4 | 19.6%
Cc1ccnc(NC(=O)c2ccc(COc3c(F)c(F)cc(F)c3F)o2)c1 | 0.9% | ? | -5.4 | 4.2% | -1.6% | -4.5% | -9.2 | 12.8%
COC(=O)c1ccc(OC(=O)C2CC(=O)N(c3ccc(C)cc3C)C2)cc1 (stereo unspecified) | 9.7% | -34.3%[inhibitor] | -24.1 | 24.0% | 6.7% | 11.7% | -11.5 | 0.0%
COc1ccc(S(=O)(=O)NCCCCNS(=O)(=O)c2ccc(OC)cc2)cc1 | 4.3% | 8.4% | 2.1 | -1.4% | -3.2% | 21.4% | 11.5 | 6.7%
Cc1nc2ccccc2c(=O)n1NC(=O)c1c(O)c2c(n(CC(C)C)c1=O)CCCC2 | -22.1% | 1.0% | 12.5 | -14.0% | -7.5% | 42.8% | -11.4 | -51.9%[inhibitor]
CCC(Cc1ccccc1)NC(=O)CN(C)S(=O)(=O)c1ccc2c(c1)c(=O)n(C)c(=O)n2C (stereo unspecified) | 1.7% | 12.0% | 4.4 | 0.6% | 1.3% | 12.5% | -21.2 | 0.3%
CC(=O)Nc1sc(-c2ccc(Cl)cc2)nc1-c1ccccc1 | 4.5% | 11.1% | -5.6 | -5.2% | 0.7% | -1.5% | 56.5 | -8.7%
COc1ccc(-c2csc(NC(=O)CCNC(=O)c3ccco3)n2)cc1 | 4.4% | 8.9% | -5.1 | 1.2% | -2.0% | -14.5% | -15.1 | 6.6%
COc1ccc(CC(=O)Nc2c3c(nn2C(C)(C)C)CS(=O)C3)cc1 (stereo unspecified) | 8.8% | 18.0% | 1.6 | 4.4% | -1.1% | -3.2% | 4.3 | 6.2%
COc1ccc(-c2csc(C(C)(NC(C)=O)c3ccc(OC)cc3)n2)cc1 (stereo unspecified) | 11.2% | ? | -9.7 | -20.7% | -3.0% | 18.4% | -50.6* | 6.6%
c1ccc(CCc2ccccn2)cc1 | 12.6% | -6.9% | -6.7 | -18.0% | -8.8% | 15.7% | ? | -3.1%
O=c1c(O[C@@H]2O[C@H](CO)[C@@H](O)[C@H](O)[C@H]2O)c(-c2ccc(O)cc2)oc2cc(O)cc(O)c12 | 7.0% | 7.4% | -32.5 | 7.2% | 13.6% | -10.7% | 0.0 | 9.2%
O=C(/C=C/c1c(F)cccc1Cl)c1ccc(F)cc1 | 18.5% | 5.2% | -13.0 | -13.5% | -5.7% | -2.7% | 10.8 | -3.5%
SMILES | EPAC2 ag | TDP-43 yeast inh | D3 ag | aSyn rescue | EPAC2 antag | FUS suppressor | DRD3 antagonist | Abeta rescue
COc1ccc(N(CC(=O)Nc2ccccc2C(=O)N2CCOCC2)S(=O)(=O)c2ccc(F)cc2)cc1 | -12.8% | 22.8% | -2.4 | 11.7% | -2.5% | · | -3.4 | 14.9%
Cc1cccc(N2CCN(CC(O)COCc3cccs3)CC2)c1C (stereo unspecified) | -5.1% | 0.0% | 57.9* | -4.1% | -0.9% | · | -6.1 | 0.7%
CC1=C(C(=O)OCC2CCCO2)C(c2ccc(Cl)cc2)NC(=O)N1 (stereo unspecified) | 0.4% | 13.8% | 2.3 | -6.2% | -16.2% | 1.6% | 13.1 | -18.8%
COc1cc2cc(CNc3ccc(C)cc3)c(=O)n(CC(=O)Nc3ccc(C(C)C)cc3)c2cc1OC | · | -24.1% | -23.7 | 0.3% | · | 14.0% | · | -28.0%
CC(=O)N1CC(C)Sc2ccc(S(=O)(=O)NCc3ccc(F)cc3)cc21 (stereo unspecified) | 8.0% | 10.0% | 3.4 | -0.3% | 10.0% | ? | 8.9 | ·
O=C(NCC1COc2ccccc2O1)C1(c2ccccc2)CCCC1 (stereo unspecified) | 9.8% | -18.4%[9.22 µM] | -13.5 | 11.6% | -4.6% | 31.1% | 3.0 | ?
CCCCn1c(NCc2ccccc2O)nc2ccccc21 | 22.6% | ? | 2.2 | 0.0% | -18.0% | -13.9% | -12.1 | 2.5%
COc1ccc(-c2sc3ccc(OC)cc3c2-c2ccc(OC)c(F)c2)cc1 | 3.8% | 6.3% | -4.0 | -1.1% | 6.9% | 11.5% | 0.0 | -8.7%
CC(=O)Nc1cc([N+](=O)[O-])ccc1OCc1ccccc1 | -2.9% | ? | 4.3 | 2.1% | 12.3% | · | 1.3 | -4.9%
Cc1ccc(OCCn2cc(C(=O)C3CCCCC3)c3ccccc32)cc1 | · | -19.2% | -2.0 | · | · | 11.4% | · | -13.4%
O=S(CC(O)(c1ccccc1)c1ccccc1)CC(O)(c1ccccc1)c1ccccc1 | 7.4% | -0.6% | -13.4 | 12.0% | -10.6% | 16.0% | 0.0 | 1.0%
COc1ccc(C2=NN(C(=O)CSc3nc4ncc(Cl)cc4[nH]3)C(c3ccco3)C2)cc1 (stereo unspecified) | -7.5% | 35.5µM* | 5.5 | 0.1% | -19.0% | ? | -5.9 | 10.1%
NS(=O)(=O)c1cccc(NC(=O)COC(=O)/C=C/c2nc3ccccc3s2)c1 | 3.6% | 0.7% | -8.9 | -0.1% | 1.7% | 24.1% | -8.3 | -10.5%
COc1cccc(CC2(CO)CCN(C(=O)NC3CCCCC3)CC2)c1 | -4.8% | 8.0% | 7.8 | 5.0% | -6.1% | 0.1% | 0.6 | 6.8%
CSc1c(CC(=O)Nc2ccccc2Cl)n(Cc2ccccc2)c2ccccc12 | 4.0% | 21.5% | -4.1 | -0.5% | -0.1% | -4.9% | 9.9 | 23.1%
CN(C)CCN1C(=O)c2oc3ccc(Cl)cc3c(=O)c2C1c1cccc(Br)c1 (stereo unspecified) | 6.4% | -2.7% | 0.9 | 4.2% | -9.1% | -0.3% | 11.0 | 11.3%
O=C(CCl)N(Cc1cccc([N+](=O)[O-])c1)c1cccc(Cl)c1 | 4.8% | ? | -24.5 | 13.9% | -13.4% | 7.4% | 0.0 | -50.2%[inhibitor]
COc1ccc(Br)cc1/C=N/Nc1cccc(C(=O)O)c1 | -10.0% | -88.5%[inhibitor] | -2.7 | -50.9%[inhibitor] | -7.2% | · | 10.2 | -82.4%[inhibitor]
CC(=O)n1c2c(c3ccccc31)OC(N)=C(C#N)C2c1cccc(Cl)c1Cl (stereo unspecified) | 15.4% | -0.4% | 2.2 | -2.4% | 5.2%[57.1 µM] | 3.1% | 18.0 | -8.8%
CCOC(=O)C1(Cc2cccc(OC)c2)CCCN(Cc2cc(C(C)C)n[nH]2)C1 (stereo unspecified) | 3.9% | -19.6% | -8.5 | 4.1% | -9.7% | 11.6% | 3.8 | 23.2%
CCCCCOc1ccc(Cn2ccnc2)cc1[N+](=O)[O-] | 18.3% | -15.5% | -8.4 | -6.3% | -7.0%[57.1 µM] | -29.6% | -6.8 | -18.5%
O=C(Nc1ccccc1)c1ccccc1OCc1ccc(F)cc1 | 7.9% | 8.1% | -0.4 | -11.9% | -5.2% | -17.1% | 3.8 | -14.1%
CCCC(=O)Nc1ccccc1OCc1cc(=O)n2cc(C)ccc2n1 | · | 15.0% | 5.5 | · | · | -12.7% | · | -10.4%
COc1ccc(NC(=O)N2CCN(S(=O)(=O)c3ccc4c(ccn4C)c3)CC2)cc1OC | · | 0.8% | -14.8 | · | · | ? | · | -12.3%
CCOc1ccc(NC(=O)CSC2=NN3CCCC(=O)N=C3S2)cc1 | 1.9% | 8.3% | -11.1 | -0.5% | -0.9% | -0.9% | 28.1 | -0.2%
